mcGAS RapidFire – inhibitors of Mus musculus cyclic GMP-AMP synthase, initial high-throughput assay, cell-free, RapidFire MS | Q8C6L5 | recombinant mouse cGAS, cGAMP by RapidFire MS | inhibition, % at 12.5 µM | 0.18% of 130,000 active;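 active = inhibition of cGAS enzyme activity at or above 60%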;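 note: enzyme stimulated by 45 bp dsDNA with ATP and GTP substrates; cGAMP share of summed cGAMP plus half ATP and half GTP signals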
Target sequence (Q8C6L5 whole entry, looked up): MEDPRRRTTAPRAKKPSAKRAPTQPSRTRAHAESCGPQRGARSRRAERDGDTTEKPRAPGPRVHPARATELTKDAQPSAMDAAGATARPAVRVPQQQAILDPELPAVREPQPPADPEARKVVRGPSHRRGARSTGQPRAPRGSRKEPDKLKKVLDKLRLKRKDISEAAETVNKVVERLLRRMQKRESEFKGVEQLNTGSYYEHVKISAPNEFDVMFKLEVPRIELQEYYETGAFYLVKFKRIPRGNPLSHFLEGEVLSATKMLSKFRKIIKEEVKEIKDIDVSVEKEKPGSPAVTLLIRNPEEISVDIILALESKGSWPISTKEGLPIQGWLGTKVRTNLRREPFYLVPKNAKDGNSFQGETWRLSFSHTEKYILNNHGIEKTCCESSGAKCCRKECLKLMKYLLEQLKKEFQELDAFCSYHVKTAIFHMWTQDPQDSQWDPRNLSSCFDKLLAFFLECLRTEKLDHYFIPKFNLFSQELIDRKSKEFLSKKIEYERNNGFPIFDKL
* = called active by the depositor; & = joins results of further samples. An excerpt (hit frequency here may not be typical).

The first 6 records, to show the layout:
canonical_smiles	mcGAS RapidFire
Cc1ccc(-n2nnnc2SCc2cn3cccc(C)c3n2)cc1C	-1
Cc1nonc1NC(=O)C1SCCc2ccccc21 (centres undefined)	-8
CC(C)CN1CCC(NC(=O)N(C)Cc2cccc(Cl)c2Cl)CC1	1
C#CCn1c(COc2ccccc2OC)nc2ccccc21	-7
O=S1(=O)c2cccc3cccc(c23)N1Cc1cc(Cl)ccc1OC(F)F	41
CN(CCN1CCOCC1)C(=O)c1cc(COc2ccc(F)cc2Cl)on1	-6&0

The whole of this part, previewed entries included:
canonical_smiles	mcGAS RapidFire
Cc1ccc(-n2nnnc2SCc2cn3cccc(C)c3n2)cc1C	-1
Cc1nonc1NC(=O)C1SCCc2ccccc21 (centres undefined)	-8
CC(C)CN1CCC(NC(=O)N(C)Cc2cccc(Cl)c2Cl)CC1	1
C#CCn1c(COc2ccccc2OC)nc2ccccc21	-7
O=S1(=O)c2cccc3cccc(c23)N1Cc1cc(Cl)ccc1OC(F)F	41
CN(CCN1CCOCC1)C(=O)c1cc(COc2ccc(F)cc2Cl)on1	-6&0
Cc1[nH]c2c(c1C(=O)N1CCOC(C(F)(F)F)C1)C(=O)CCC2 (centres undefined)	-16
CCCS(=O)(=O)NC(=O)C1(C)CCN1C(=O)C1(c2ccc(Cl)cc2)CC1 (centres undefined)	-2
CCOc1cc(C(=O)NCCOC)cc(Cl)c1O	0
CCC(C#N)NC(=O)CCNC(=O)OCC(F)(F)F (centres undefined)	-5

Additional records.
canonical_smiles	mcGAS RapidFire
O=c1c(Cl)c(NCC2CCCO2)cnn1-c1cccc(C(F)(F)F)c1 (centres undefined)	-1
CC(C)CS(=O)(=O)CC(=O)NCc1ccc(Br)cc1	-19
CN(Cc1nc2ccccc2n1CCCOc1ccc(Cl)cc1)C(=O)c1ccco1	-14
Cc1ccc2c(c1)sc(=NC(=O)c1cc(Cl)sc1Cl)n2C	-2
O=S(=O)(NCCCn1ccnc1)c1cc(Cl)ccc1Cl	-16
O=C(CCC1CCCC1)Nn1cnc2ccc(Cl)cc2c1=O	-16&10
ClCC(CNCc1nc(C2CC2)no1)n1cccn1 (centres undefined)	3
Cc1ccc(NCc2ccc(C(=O)N(C)CC3CCCCO3)cc2)cc1 (centres undefined)	-16
Cc1ccc(S(C)(=O)=O)cc1NS(=O)(=O)c1ccc(Br)cc1Cl	-3
Cc1ccc(C(C)C)c(Oc2ccc(-c3nc(N)nc(N)n3)cc2)c1	12

Following part
canonical_smiles	mcGAS RapidFire
CN=c1scc(C)n1N=Cc1ccc(O)cc1	-6
CCOC(=O)c1nn(-c2ccccc2)c(=O)cc1OCC(=O)Nc1ccc(C)c(Cl)c1	-1
COCCN(C(=O)c1nn(-c2ccc(C)cc2C)nc1C)C(C)COC (centres undefined)	-8
O=C1C(=O)N(Cc2ccccc2)c2c(Br)cccc21	-3
CC(C)NC(=O)C(C)S(=O)(=O)Cc1ccccc1F (centres undefined)	2
CN(Cc1ccccc1O)C(=O)c1cc(Cl)c2c(c1)OCCCO2	2
Nc1ccccc1C1SCC(=O)N1c1ccccc1F (centres undefined)	-5
Cc1ccc(-n2cc(CN(C)Cc3cccnc3)c(-c3ccc(F)cc3)n2)cc1	0
OCCNc1cc(-c2cccc(C(F)(F)F)c2)ncn1	0
COCCNc1nc2cc(-c3cccc(Cl)c3)sc2c(=O)n1C	7

Next results follow.
canonical_smiles	mcGAS RapidFire
Cc1noc(C)c1S(=O)(=O)NC1CC2CCC1(C)C2(C)C (centres undefined)	-4
O=S(=O)(NCc1ccc(CN2CCOCC2)cc1)c1ccccc1Br	-4
CC(C)Cn1c(N)c(C(=O)CSc2nncs2)c(=O)n(C)c1=O	17
Cc1c(C(=O)N2CCN(CC(=O)Nc3cccc(F)c3)CC2)sc2ccccc12	-4
COc1cc(NC(=O)C(F)(F)c2ccccc2)ccc1NS(C)(=O)=O	0
O=C(NCCC1=CCCCC1)Nc1cccc(-c2nc(C3CC3)no2)c1	8
CCOC(=O)C1(C/C=C/c2ccccc2)CCCN(C(=O)C2=C(C)OCCO2)C1 (centres undefined)	-7
CC(C)CCSc1nc2ncn(C)c2c(=O)[nH]1	50
Cn1c(=O)[nH]c(=O)c2c1nc(N1CCN(Cc3ccccc3)CC1)n2Cc1ccccc1	-4
CSc1nccc(-c2ccc(O)cc2)n1	-9

Later entries:
canonical_smiles	mcGAS RapidFire
COc1cc(-c2nccn2CCCc2ccccn2)cc(OC)c1O	-56
CN(CCOc1ccccc1Cl)Cc1nnsc1Cl	-3
O=C(COc1ccccc1F)N1c2ccccc2NC(=O)C12CCCC2	12
O=C(CN1CCC(N2CCCC(CO)C2)CC1)Nc1ccc(Cl)cc1F (centres undefined)	-10
CC(C)C1N=C2c3ccccc3N=C(SCc3cc(=O)n4cc(Br)ccc4n3)N2C1=O (centres undefined)	-3
COc1ccc(NC(=O)CCC2CCN(Cc3ccc(SC)cc3)CC2)c(OC)c1	-5
CCNCC1CC(c2ccc(OC)cc2)=NO1 (centres undefined)	-7
COc1ccc(-n2nc3c(c2NC(=O)c2cccc(OC)c2OC)CS(=O)(=O)C3)cc1	4
COc1cc(Br)cc(C=Nc2ncn[nH]2)c1O	17
CCOc1ccc(-n2c(C)cn3c4c(=O)n(CCN5CCOCC5)c(=O)n(C)c4nc23)cc1	-3

Reprinted at random: four entries already listed
canonical_smiles	mcGAS RapidFire
CCOc1ccc(-n2c(C)cn3c4c(=O)n(CCN5CCOCC5)c(=O)n(C)c4nc23)cc1	-3
CCNCC1CC(c2ccc(OC)cc2)=NO1 (centres undefined)	-7
CC(C)C1N=C2c3ccccc3N=C(SCc3cc(=O)n4cc(Br)ccc4n3)N2C1=O (centres undefined)	-3
O=C(CN1CCC(N2CCCC(CO)C2)CC1)Nc1ccc(Cl)cc1F (centres undefined)	-10

Further records:
canonical_smiles	mcGAS RapidFire
CCNC(=O)C1(C)CCN(Cc2ccc(C#N)cc2)C1 (centres undefined)	-2
O=C(Cc1cnn(-c2ccccc2)c1)NCCC(=O)N1CCCc2ccccc21	-4
Cc1cc2nnc(SCC(=O)NCCC(C)C)n2c2ccccc12	-6
CCCCCn1c(C)cc(=O)[nH]c1=O	-2
CN(Cc1ccccc1)C1(C(=O)NCCN2CCOCC2)Cc2ccccc2C1	-6
Cc1ncc(C(=O)Nc2ccc(OC(F)F)c(F)c2)[nH]1	-5
CCOCCn1c(=O)c2c(nc3n2CCCN3c2ccc(F)cc2)n(C)c1=O	-4
CC(=O)c1cccc(Oc2nc(C)cc(C)n2)c1	-1
Cc1cccc(OCC2=NN3C(=N)/C(=C\c4ccc(OS(C)(=O)=O)cc4)C(=O)N=C3S2)c1	6
Cc1cc(C(=O)N2CCC(n3nccc3NC(=O)CCc3ccccc3)CC2)c(C)o1	-10

The results go on:
canonical_smiles	mcGAS RapidFire
CCn1ncc(C(=O)NCC(c2sccc2C)N(C)C)c1C (centres undefined)	13
CCCC(=O)N1CCC(NC(C)c2ncccc2C)CC1 (centres undefined)	-14
CSCC(=O)N1CCC(CCC(=O)NC2CCN(Cc3ccccc3)C2)CC1 (centres undefined)	-6
Cc1ccc(F)cc1S(=O)(=O)N1CCC(CO)(CCc2ccccc2)CC1	-1&3
COc1ccccc1/C=C/CN1C[C@H](N(C)C)C[C@H]1CO	-1
CC1(C)CC(Nc2ncnc3[nH]ncc23)CC(C)(C)N1	-4
Cc1ccc(Cn2nnc3c(=O)n(Cc4ccc(C(F)(F)F)cc4)cnc32)cc1	3
O=C(C1CCCCC1)N(CCN1CCOCC1)c1nc2ccc(Cl)cc2s1	-9
COc1ccc(NC(=O)C2(NC(=O)C3CC(=O)N(C(C)C)C3)CCCC2)cc1OC (centres undefined)	0
COc1ccc(NC(=O)COc2cc(C)nc(N3CCc4ccccc4C3)n2)cc1Cl	-6

(further entries)
canonical_smiles	mcGAS RapidFire
Cc1ccc(-c2ccnc(N3CCC4(CC3)CNC(=O)C4)n2)c(C)n1	-7
c1cc(C2CN(c3nccc4occc34)C2)ccn1	-11
Fc1ccc(-c2cc3ncnc(NCc4cccnc4)c3s2)cc1	-5
CN(Cc1nc(Cc2cccc(C(F)(F)F)c2)no1)CC(O)c1ccccc1 (centres undefined)	0
Cn1c(C(=O)N2CCC3(C=Cc4ccccc43)CC2)cc2ccccc21	-4
COc1ccc(OC)c(S(=O)(=O)N2CCN(S(=O)(=O)N3CCCCC3)CC2)c1	-10
CC(NS(=O)(=O)c1ncn(C)c1Cl)c1cc(F)ccc1F (centres undefined)	-10
CCSc1nc(CC(=O)N(C)Cc2cc3cc(F)ccc3[nH]2)cs1	2
O=C(C1CCC1)N1CCN(S(=O)(=O)C=Cc2ccccc2)CC1	-8
CCn1cc(C#N)c(=O)n(CC(=O)NC(C)c2cccc3ccccc23)c1=O (centres undefined)	-8

New compounds follow.
canonical_smiles	mcGAS RapidFire
OC(CN1CCOCC1)CN1CCCC(Cn2cncn2)C1 (centres undefined)	-5
C=C(O)C(C(C)=O)(N1CCOCC1)N1CCOCC1	12
CC1c2cc3c(cc2C2(CCCC2)CN1CC(=O)Nc1ccccc1C(=O)NC1CC1)OCCO3 (centres undefined)	-3
O=S(=O)(NCc1ccco1)c1cccc(C(F)(F)F)c1	-10
Cc1nc(NCCNC(=O)Nc2ccc(C)c(F)c2)cc(N2CCCC2)n1	-3
O=C(Nc1ccc(-c2cscn2)cc1)C1CCCN(Cc2ccc3c(c2)CCO3)C1 (centres undefined)	0
Cc1ccc(-n2nc3c(c2NC(=O)c2ccc(C)c(C)c2)CS(=O)(=O)C3)c(C)c1	-8
CN(CC1COc2ccccc2O1)C(=O)c1cc(-c2cccc(Cl)c2)n[nH]1 (centres undefined)	0
O=C1Cc2cc(S(=O)(=O)N3CCc4ccccc43)ccc2N1	-2
Cc1ccc(CC(=O)C(C#N)c2nc3sc(C)c(C)c3c(=O)[nH]2)cc1 (centres undefined)	2&14

(cont.)
canonical_smiles	mcGAS RapidFire
CSC(=NCc1ccc(Cl)cc1Cl)C(C#N)C#N	-8&1
Cn1c(=O)c2c(n(C)c1=O)n1c(-c3ccc(OCc4ccccc4)cc3)nnc1n2C	-10
Cc1cccc(C(=O)NC(C)(C#N)Cn2cc(Br)cn2)n1 (centres undefined)	-5&-3
O=C1OCC(CO)(CO)N=C1NNc1ccc(Cl)cc1	38
OCC#Cc1ccc(CN2CCC3(CCCN(Cc4ccc(F)cc4)C3)C2)s1 (centres undefined)	-11
Cc1nc(NCc2cccc(Cl)c2Cl)n[nH]1	-6
CN(C)CCC1CCCNC1 (centres undefined)	-11
CC1CCc2c(sc3[nH]c(=S)n(Cc4ccco4)c(=O)c23)C1 (centres undefined)	-1
O=C1CCCN1CC1CCN(C(=O)c2ccc3nc(C4CCCCC4)oc3c2)CC1	-10
COc1cc(CC(=O)N(CCS(C)(=O)=O)C2CC2)ccc1C	-57

Going on with the list:
canonical_smiles	mcGAS RapidFire
COc1ccccc1CCN1CCCC(CN(C)C(=O)Cc2[nH]nc3ccccc23)C1 (centres undefined)	0
CN(C)C(=O)c1cccnc1SCc1ccc2ccccc2c1Br	-10
CCOC(=O)c1nn(-c2ccccc2Cl)c(=O)cc1OCC(N)=O	-6
Cc1cccc(COCC2CN(C(=O)c3ccc(C)nc3Cl)CCO2)c1 (centres undefined)	-2
COc1ccc(CNc2ccn3nccc3n2)cc1	-4
CC1(C(=O)NS(=O)(=O)c2cccc(Cl)c2)CCN1C(=O)c1ccco1 (centres undefined)	-25
CCC(CC)N(CCOC)S(=O)(=O)c1ccc(S(N)(=O)=O)cc1	-21
Cn1c(=O)c2c(nc(N3CCOCC3)n2CCO)n(C)c1=O	-4
c1csc(Cn2nnnc2Sc2ncnc3sccc23)c1	24
COc1ccc(C(C2Sc3nc(C)nn3C2=O)N2CCN(CCO)CC2)cc1 (centres undefined)	-9

More entries follow.
canonical_smiles	mcGAS RapidFire
O=C(Cn1cnc(-c2ccccc2)cc1=O)NCCC(c1ccccc1)c1ccccc1	-4
CC(C)Nc1nc(Oc2ccc(=O)[nH]n2)nc(N(C)C)n1	2
Cc1csc(SCc2ccccc2C(=O)OC(C)C(=O)Nc2ncnc3nc[nH]c23)n1 (centres undefined)	-5
Cn1c(-c2cccs2)nn(CCNS(=O)(=O)/C=C/c2ccccc2)c1=O	-7
CCCCN=C1NN=C(c2cc(C)n(C3CC3)c2C)CS1	-3
COc1ccc(-c2nc(N3CCc4ccccc4C3)[nH]c(=O)c2C#N)cc1	8
CCCCn1c(O)c(C=Nc2ccccc2C(=O)O)c(C)c(C#N)c1=O	-7
O=C1CCC(C(=O)N2CCC(Cc3ccc(F)cc3)CC2)CN1Cc1ccccn1 (centres undefined)	-6&-2
COc1cc(C(=O)N[C@H](C(=O)Nc2nccs2)C(C)C)cc(OC)c1OC	0
Cc1cccc(OCCN=C2NS(=O)(=O)c3ccccc32)c1	-5

Shown with values ahead of the structure: part of the list above
mcGAS RapidFire | SMILES
0 | COc1cc(C(=O)N[C@H](C(=O)Nc2nccs2)C(C)C)cc(OC)c1OC
-5 | Cc1cccc(OCCN=C2NS(=O)(=O)c3ccccc32)c1

Remaining list, next part
canonical_smiles	mcGAS RapidFire
COc1ccccc1C1CC1C(=O)Nc1ccc(-c2nnc(C)o2)cc1 (centres undefined)	-47
COc1ccc2sc(N(CC3CCCO3)C(=O)c3cc(C)nn3C)nc2c1 (centres undefined)	-3
CCC(CC)(CCC#N)CNC(C)(C)CN1CCCC1	2
CC(C)Cc1noc(C2CCCN(Cc3cn[nH]c3-c3ccc(F)cc3)C2)n1 (centres undefined)	-16
CC(C)c1nccn1CC1CCN(C(=O)C2(c3ccccc3)CCOCC2)CC1	-3
O=C1CC2(CCN(C(=O)c3cccc(Cl)c3)CC2)CN1	-12
CCCS(=O)(=O)N1CCN(C2CCCC(C)C2)CC1 (centres undefined)	-22
CC1(C)NC(=O)N(CCCCSc2ccc(Cl)cc2)C1=O	-4
CS(=O)(=O)c1cccc(OCCn2ccc(=O)c3ccccc32)c1	0

Source: PubChem
